# Screening results: PubChem, National Center for Advancing Translational Sciences (NCATS)
# SMN2 splice enh: enhancers of SMN2 splice variant expression; Potency, µM (series often up to 46.1 µM), without a hit: at the highest dose activity change, positive = activation, actives largely listed as activators; HEK293 SMN2-luciferase splicing reporter, luminescence, 30-36 h; actives 2.8% (n = 210,000); also: % of control where 0% means no effect; nearly all actives have a fitted effect of over 55% in size
#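 HEK293 cells carry an SMN2 minigene-luciferase reporter in which exon 7 inclusion puts luciferase in frame. Cells were seeded at 2000 cells/well, attached for 10-12 hours, then exposed to compounds for 30-36 hours at 37C before ONE-Glo luminescence.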
# RECQ1 helicase: RECQ1 (human) helicase inhibition; Potency, µM (series often up to 57.3 µM), for inactives: top-dose activity, negative = inhibition, most hits filed as inhibitors; RECQ1 DNA unwinding, red fluorescence kinetic read; P46063; actives 0.54% (n = 240,000);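 also: plate controls were vehicle for no effect and no enzyme for full effect; nearly all actives have a fitted effect of over 30% in size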
# Target sequence (P46063 whole entry, looked up): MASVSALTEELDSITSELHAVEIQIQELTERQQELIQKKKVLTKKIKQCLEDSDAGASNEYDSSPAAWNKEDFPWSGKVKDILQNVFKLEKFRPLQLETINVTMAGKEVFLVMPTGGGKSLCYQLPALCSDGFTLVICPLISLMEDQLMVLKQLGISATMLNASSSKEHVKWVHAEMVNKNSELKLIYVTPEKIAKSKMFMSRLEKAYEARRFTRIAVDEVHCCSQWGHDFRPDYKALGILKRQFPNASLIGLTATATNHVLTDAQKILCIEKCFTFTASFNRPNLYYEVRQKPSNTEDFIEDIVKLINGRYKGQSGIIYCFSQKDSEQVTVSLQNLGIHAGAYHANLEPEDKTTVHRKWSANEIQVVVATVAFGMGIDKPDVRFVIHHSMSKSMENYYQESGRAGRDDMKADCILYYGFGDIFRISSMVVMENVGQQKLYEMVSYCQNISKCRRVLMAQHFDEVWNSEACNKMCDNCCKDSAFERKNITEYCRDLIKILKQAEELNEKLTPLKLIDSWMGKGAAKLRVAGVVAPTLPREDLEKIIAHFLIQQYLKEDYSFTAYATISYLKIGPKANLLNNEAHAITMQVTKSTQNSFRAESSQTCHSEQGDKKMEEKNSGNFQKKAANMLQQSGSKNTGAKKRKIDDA
#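 50 nM RECQ1T1 preincubated 15 min with compound in Tris pH 8.0 buffer with MgCl2, DTT, Tween-20 and 2.5 ug/ml poly(dI-dC); started with 200 nM TAMRA/BHQ-2 forked duplex and 2 mM ATP. Unwinding read as fluorescence (525/598 nm), two reads 2 h apart.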
# TexasRed fluor: counter-screen for TRb-SRC2 inhibitors: fluorescence interference; Potency, µM (doses to about 106 µM), without a hit: at the highest dose fluorescence change, negative = quenching; TRb/SRC2 Texas Red total fluorescence interference; AID 1479; actives 0.29% (n = 280,000); active = well fitted curve in either direction with a large enough effect; inconclusive = small, poorly fitted or top-dose-only effect; also: % is scaled to controls: 0 for no effect and ±100 for the full control effect
#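 Human TRb ligand-binding domain at 0.6 uM with 20 nM Texas Red SRC2 peptide in Tris buffer containing 1 uM T3 and 5% DMSO, incubated with compound 5 h at ambient temperature. Total fluorescence (555/632 nm) calculated as parallel + 2 × perpendicular.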
# JMJD2E inh: inhibitors of human JMJD2E histone demethylase; B2RXH2; JMJD2E catalytic domain, FDH-coupled NADH fluorescence (FDH is formaldehyde dehydrogenase); Potency, µM (highest dose often 57.1 µM), without a hit: at the highest dose activity change, negative = inhibition, most hits filed as inhibitors; actives 1.6% (n = 230,000); AID 2147; active = well fitted inhibition curve with a large enough effect, not every such curve was filed as active; inconclusive = small, poorly fitted or top-dose-only effect, or another doubt; inactive = no such curve, though single readings can be large or run the other way;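 also: 0% = wells with enzyme and -100% = buffer wells without enzyme; nearly all actives have a fitted effect of over 50% in size; many of its hits are not listed in these tables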
# GoLoco inh red: blocks human Gai1 binding to RGS12 GoLoco peptide, red readout | Gai1:RGS12 GoLoco peptide FP, rhodamine, 10 min | Potency, µM (series often up to 61.6 µM), inactives show top-dose activity, negative = inhibition, actives largely listed as inhibitors | actives 0.44% (n = 230,000); active = well fitted inhibition curve with a large enough effect, not every such curve was filed as active; inactive = no such curve, though single readings can be large or run the other way; also: % is scaled to controls: 0 for no effect and ±100 for the full control effect; nearly all actives have a fitted effect of over 30% in size; many of its hits are not listed in these tables
# TRb-SRC2 inh: disrupts binding of human TR beta to SRC2; P10828; TRbeta-SRC2 peptide binding, fluorescence polarization; receptor liganded with 1 µM T3; Potency, µM (highest dose often 106 µM), for the others: at the highest dose activity change, negative = inhibition, usual class: inhibitors; actives 0.065% (n = 280,000);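 also: plate controls were bound peptide for no effect and peptide without receptor for full effect; nearly all actives have a fitted effect of over 50% in size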
# Target sequence (P10828 whole entry, looked up): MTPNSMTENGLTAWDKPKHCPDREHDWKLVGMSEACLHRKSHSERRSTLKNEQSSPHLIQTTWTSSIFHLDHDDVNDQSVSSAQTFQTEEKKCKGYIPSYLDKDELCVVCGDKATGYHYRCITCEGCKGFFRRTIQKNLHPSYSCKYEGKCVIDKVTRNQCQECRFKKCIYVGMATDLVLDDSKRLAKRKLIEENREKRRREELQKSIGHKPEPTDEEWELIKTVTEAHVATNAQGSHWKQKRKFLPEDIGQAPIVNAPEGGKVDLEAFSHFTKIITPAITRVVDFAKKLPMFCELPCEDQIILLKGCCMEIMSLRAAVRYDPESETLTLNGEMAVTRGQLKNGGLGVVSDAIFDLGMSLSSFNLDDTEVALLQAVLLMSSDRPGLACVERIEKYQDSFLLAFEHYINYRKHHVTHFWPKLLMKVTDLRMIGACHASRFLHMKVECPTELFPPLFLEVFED
#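 TRb LBD 0.6 uM + Texas Red SRC2 peptide 20 nM, 1 uM T3, Tris buffer w/ 5% DMSO; compound pinned, 5 h RT; FP read ex 555/em 632; normalized to unbound and bound controls.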
# ALDH1A1 inh: ALDH1A1 (human) enzyme inhibition. actives 7.3% (n = 220,000). AID 1030. Potency, µM (highest dose often 75.3 µM), inactives show at the top dose activity, negative = inhibition, usual class: inhibitors. Purified ALDH1A1, NADH fluorescence, propionaldehyde substrate. P00352; active = well fitted inhibition curve with a large enough effect, not every such curve was filed as active; inconclusive = small, poorly fitted or top-dose-only effect, or another doubt; inactive = no such curve, though single readings can be large or run the other way;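 also: plate controls were no enzyme wells and a reference inhibitor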
# Lamin A splicing: changes lamin A minigene splicing in HeLa cells. HeLa LMNA splicing GFP/RFP minigene ratio, 48 h. Potency, µM (highest dose often 46.1 µM), for inactives: at the highest dose ratio change, negative = inhibition, usual class: inhibitors. actives 0.01% (n = 200,000); active = well fitted inhibition curve with a large enough effect in the signal ratio, with a control signal flat, not every such curve was filed as active; inconclusive = small, poorly fitted or top-dose-only effect, or effect the other way, or a change in a side signal; the % refers to the signal ratio; also: % is scaled to controls: 0 for no effect and ±100 for the full control effect
#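 S3 HeLa stable clones carrying a lamin A-EGFP splicing minigene plus DsRed2 were seeded at 600 cells/well in Opti-MEM with 2% FBS, pin-dosed and incubated 48 h at 37°C. Acumen cytometry (488 nm) gave the GFP/RFP total-intensity ratio.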
# * = called active by the depositor; i = inactive; ? = inconclusive; / = not tested or not shown; & = joins results of further samples; [ ] = remark or other dose. Unless noted, calls follow the shape of the dose curve; as a rule, active = well fitted curve in the direction sought with a large enough effect; inconclusive = small, poorly fitted or top-dose-only effect, or another doubt; inactive = no such curve, though single readings can be large; an effect the other way counts as inactive or inconclusive. Potency is read from the fitted curve at half-maximal effect. A portion of the library, so the mix of outcomes need not match the whole.
SMILES,SMN2 splice enh,RECQ1 helicase,TexasRed fluor,JMJD2E inh,GoLoco inh red,TRb-SRC2 inh,ALDH1A1 inh,Lamin A splicing
COc1ccc(NC(=O)CNS(=O)(=O)c2ccc(Cl)cc2)cc1OC,-18%,0%,1%,-1%,6%,6%,8%,-1%
O=C1CC(Nc2ccccc2)C(=O)N1Cc1ccccc1 (stereo not given),?,i,-2%,5%,9%,1%,1%,1%
O=C(CCSc1nnc(-c2ccncc2)o1)Nc1ccccc1,-19%,5%,-3%,5%,7%,-11%,-3%,-7%
CCOC(=O)N1CCN(C(=S)NC(=O)c2ccnn2C)CC1,-18%,3%,-1%,4%,-15%,-3%,1%,?
COc1ccc(C(=O)/C=C/N(C)C)cc1,25%,-21%,3%,8%,-16%,-7%,7.9µM*,1%
CCCCCN(C(=O)CCCSc1nncs1)c1c(N)n(CCCC)c(=O)[nH]c1=O,9%,i,-2%,5%,0%,4%,8%,/
CC1(C)OC(c2ccccc2)=C/C(=C/C=Nc2ccccc2)O1,9%,-2%,1%,1%,40%[activator],5%,4.5µM*,-8%
Cc1ccc(S(=O)(=O)c2c(C)nn(C(C)(C)C)c2OC(=O)c2ccco2)cc1,-8%,-2%,-3%,1%,2%,1%,-4%,?
COc1cc(C(c2sc3nc(C)nn3c2O)N2CCc3ccccc3C2)cc(OC)c1OC (stereo not given),15%,4%,-4%,1%,-6%,0%,?,-4%
O=C(c1c(F)c(F)c(F)c(F)c1F)N(Cc1ccccc1)Cc1ccccc1,-18%,-2%,3%,-4%,1%,-5%,-4%,?
COc1ccc(C(NC(=O)c2ccc(=O)[nH]c2)C(=O)Nc2ccc(C(C)C)cc2)cc1 (stereo not given),/,i,-4%,-5%,193%[activator],8%,?,/
Cc1ccc2nc(SCC(=O)N3CCOCC3)[nH]c2c1,?,-2%,-1%,5%,1%,-6%,4%,0%
CCCCCC(=O)Nc1cccc(C2=NOC3(C2)C[C@H](C(N)=O)N(C(=O)CC)C3)c1 (stereo not given in full),/,i,0%,-1%,4%,7%,/,/
CCOc1ccc(Br)cc1S(=O)(=O)N1CCC(C(N)=O)CC1,-5%,i,-1%,-3%,5%,1%,0%,-14%[46 µM]
O=C(NCO)c1cccnc1,5%,-4%,?,8%,5%,-13%,13%,17%
CCC(C)(C)NC(=O)C(c1cccc(OC)c1OC)N(CCC(C)C)C(=O)CCC(=O)Nc1cc(C)on1 (stereo not given),-9%,20%,-2%,2%,10%,6%,8%,8%[46 µM]
Fc1c(F)c(C(F)(F)F)c(F)c(F)c1N/N=C\c1cccs1,2%,-14%,-1%,0%,-11%,-12%,6%,-24%
COc1ccccc1N1CC(C(=O)Nc2nnc(SCc3ccccn3)s2)CC1=O (stereo not given),3%,-12%,-5%,2%,21%,5%,?,-13%
CCN(CC)S(=O)(=O)c1ccc(N/N=C(\C)c2ccc3c(c2)OCO3)c([N+](=O)[O-])c1,-7%,-18%,0%,15%,9%,0%,5%,7%
COCCNC(=O)c1cccc(Nc2nc(-c3ccccc3)c3cc(Cl)ccc3n2)c1,-29%,-2%,5%,?,-5%,4%,-10%,?
Nc1nc(CN2CCN(C(c3ccccc3)c3ccccc3)CC2)nc(Nc2ccccc2)n1,/,-5%,-1%,-10%,16%,3%,/,/
CN(CC(=O)NCc1ccncc1)S(=O)(=O)c1ccccc1,8%,12%,2%,-2%,-5%,-8%,2%,-3%
COc1ccc(-c2nsc(SCC(=O)Nc3cc(C)on3)n2)cc1,-4%,1%,3%,3%,4%,-7%,28µM*,15%
COc1ccc2ccccc2c1CN1CCCC(CO)C1 (stereo not given),11%,i,1%,-3%,0%,-4%,-4%,-2%
C[C@H](CO)NC(=O)[C@H](C)[C@@H]1C[C@@]1(C)[C@@H](NC(=O)OCc1ccccc1)c1ccccc1,-40%&-9%[inhibitor],-6%&-5%,-8%&-3%,-7%&15%,1%&5%,-5%&4%,0%&9%,?
CCc1cc(/C(Cc2cscn2)=N\O)c(O)cc1O,-41%[inhibitor],-8%,-7%,-5%,-5%,-7%,?,?
NC(=O)C1CCN(C2=C(Cl)C(=O)c3ccccc3C2=O)CC1,-73%[inhibitor],2%,3%,7%,-41%,15%,?,?
COc1ccc(-c2cc(=O)oc3cc(OC(=O)C4CCCCC4)ccc23)cc1,-6%,5%,-5%,?,2%,5%,-3%,-9%
O=C(NNc1nc2ccccc2s1)Nc1ccc(F)cc1,/,i,-2%,-12%,-6%,5%,/,/
Cc1ccccc1C(=O)NCc1nnc(SCC(=O)N2CCN(c3ccccc3)CC2)n1C,/,-1%,-6%,-5%,1%,-2%,10µM*,-7%
COc1cccc(Cn2c(=O)c(CCc3ccccc3)nc3cnc(OC)nc32)c1,-28%,-14%,/,/,7%,/,3%,/
CCCCC(C)(C)[C@H](O)/C=C/[C@H]1[C@H](O)CC(=O)[C@@H]1C/C=C\CCCC(=O)O,11%&13%,-4%&-7%,-2%&-3%,10%,2%&4%,-4%&0%,-12%&9%,/
C/C(CCN1CCc2nc(-c3ccccc3)c(-c3ccccc3)cc2C1)=N\O[C@H](C)c1cn([C@H](CO)Cc2ccccc2)nn1,-53%[inhibitor],-11%,-2%,?,8%,3%,?,?
Brc1c(CSc2nncn2-c2ccccc2)nc2ncccn12,23%,-4%,0%,?,12%,-1%,?,8%
Cc1cc(NC(=O)CCN2C(=O)/C(=C\c3ccccc3)SC2=S)no1,/,-5%,1%,7%,2%,-1%,7%,/
Cc1ccc(S(=O)(=O)N2CCCC2C(=O)NCCc2ccccc2)cc1 (stereo not given),/,-11%,-2%[53 µM],5%,-1%,12%[53 µM],-6%,17%[46 µM]
COC(=O)/C(=C\c1cc(OC)c(OC)c(OC)c1)c1nc2ccccc2[nH]1,-99%[inhibitor],-1%,0%,?,6%,-5%,?,-10%[46 µM]
CCN(CC)CCOC(=O)c1cccc(Cl)c1,-4%,-6%,1%,3%,-8%,10%,15%,9%
CCCn1c(SCC(=O)N2CCN(C(=O)c3ccco3)CC2)nc2ccccc2c1=O,0%,-13%,-1%,-7%,2%,3%,?,-20%[46 µM]
O=C(COC(=O)c1ccc(Br)c(S(=O)(=O)N2CCOCC2)c1)NCC1CCCO1 (stereo not given),-1%,i,1%,9%,-3%,0%,-6%,5%
Cc1csc2c(N3CCN(S(=O)(=O)c4ccc(Cl)cc4)CC3)ncnc12,/,i,1%,3%,2%,-2%,/,/
Cc1cc(C(=O)CSc2nc(N)cc(=O)[nH]2)c(C)n1CCc1ccc(F)cc1,-50%[inhibitor],i,1%,-1%,3%,-7%,4%,?
O=C(CCc1nnc(COc2ccccc2)o1)NCCc1cccs1,/,i,-2%,13%,-7%,-1%,1%,/
Cc1cc(C)nc(NC(=O)c2ccc(COc3ccccc3Cl)cc2)c1,-32%[inhibitor],i,0%,?,-7%,-1%,6%,/
Cc1nnc(NC2=NCCC2)o1,?,-6%,0%,-9%,5%,11%,?,1%
CCCc1nnc(SCC(=O)Nc2ccc(OCC)cc2)n1N,1%,i,-3%,6%,6%,-2%,0%,6%
O=C(Nc1ccc(F)cc1)c1cc(-c2ccccc2)no1,-8%,i,0%,8%,-4%,3%,?,/
Cc1cccc2cc(COC(=O)c3cccs3)c(=O)[nH]c12,?,i,0%,0%,3%,5%,4%,0%
CCOc1ccc(-n2c(SCC(=O)Nc3ccc(Br)cc3)nc3n[nH]c(C)c3c2=N)cc1,-16%,-17%,-1%,?,11%,0%,?,/
COc1ncnc2c1cnn2-c1ccccc1,5%,-9%,-2%,-2%,1%,-15%,?,4%
# Following part.
SMILES,SMN2 splice enh,RECQ1 helicase,TexasRed fluor,JMJD2E inh,GoLoco inh red,TRb-SRC2 inh,ALDH1A1 inh,Lamin A splicing
COc1cccc(-c2ccc(=O)n(CC(=O)NCCN3CCOCC3)n2)c1,16%,1%,4%,0%,10%,0%,5%,-10%
CCOC(=O)C1CCN(CC(=O)Nc2c(C(=O)OC)[nH]c3ccc(Cl)cc23)CC1,-69%[inhibitor],-11%,-1%,?,4%,5%,-9%,?
CCOC(=O)c1ccc(NC(=S)N2CCN(Cc3ccccc3)CC2)cc1,2%,3%,6%,0%,5%,2%,2%,-5%
C#CCOCCOCCOCCNc1nc(N2CCOCC2)nc(N2CCN(C(=O)[C@H]([C@@H](C)CC)n3cc([C@@H](N)Cc4ccc(O)cc4)nn3)CC2)n1,/,-3%,1%,-6%,8%,-3%,14%,/
COc1cc2c(C(=O)N3CCOCC3)c(CSc3ccccc3)n(C)c2cc1Br,-27%,4%,-3%,5%,4%,2%,?,/
Cc1ccc(C)c2c1cc(C)c1nnc(SCC(=O)NCc3ccc4c(c3)OCO4)n12,0%[1.84 µM],2%,1%,-23%,-11%,-2%,3%,-12%
O=C(Nc1ccccc1Cl)Oc1ccc2ccccc2c1,/,i,0%,?,-6%,0%,/,/
CC(C)(C)OC(=O)NCCCC[C@H](NC(=O)c1nc[nH]c1C(=O)N1CCN(C(=O)OC(C)(C)C)CC1)C(=O)OC(C)(C)C,/,0%,0%,12%,5%,-5%,5%,/
Cc1c(NC(=S)N/N=C/c2ccc(O)cc2)c(=O)n(-c2ccccc2)n1C,10%,-4%,-3%,-23%,1%,-19%,-6%,6%
COc1cccc(/C=N/NC(=O)CC2C(=O)NN=C2C)c1O (stereo not given),-1%,-8%,-6%,8.9µM*,15%,-7%,2%,2%
CCc1sc(C(=O)Nc2ccc(NC(C)=O)cc2)cc1C,6%,-1%,1%,?,0%,8%,?,-14%
O=C(CCCCCNc1nc(=S)[nH]c2ccccc12)NCCc1ccccc1,-9%,-3%,1%,1%,1%,-1%,8%,-8%
CC(=Nc1cc(C(=O)c2ccccc2)ccc1N)C1=C(O)CC(C)(C)CC1=O,9%,1%,-4%,-4%,7%,4%,7.9µM*,/
Cc1c(C(=O)N2CCN(C)CC2)oc2ccc(S(=O)(=O)N3CCOCC3)cc12,1%,7%,-3%,5%,1%,1%,3%,5%
